High-throughput results from PubChem BioAssay.
ERAP1 inh – ERAP1 (human) enzyme inhibition; recombinant ERAP1, Leu-AMC fluorescence, 60 min; inhibition, % at 10.7 µM; hit rate 0.15% among 340,000; AID 652197;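 active = mean replicate inhibition of at least 30%, or all replicates individually reaching that 30% level; inactive = mean below 30% and not every replicate reaching it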;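 also: 0% = neutral control wells and 100% = L-leucinethiol positive control wells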
INS-1E GSIS act – GLuc luminescence reporter in INS-1E cells, primary screen for activators of glucose-dependent secretion of insulin; AID 743287; INS-1E GLuc reporter insulin secretion, 2-3 h; activation, % at 16.6 µM; hit rate 0.61% among 370,000;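 active = lowest replicate activation of at least 40%, so every replicate reaches that level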;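 also: 0% = median of neutral control wells and 100% = median of IBMX positive control wells; some compounds called inactive have numbers as strong as hits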
CFTR F508del cor – correctors of CFTR F508del function in bronchial epithelial cells; hit rate 0.36% among 350,000; CFBE cells, YFP halide quenching; stimulated with forskolin plus potentiator P3; % fluorescence drop versus neutral controls; AID 720511; activity (quench increase), % at 7.58 µM;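 active = mean added fluorescence quench of at least 8% versus neutral control, with both replicates also reaching 8%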;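 also: cells transiently co-express mutant CFTR-F508del with the halide-sensitive YFP; corrector assay measuring rescue of mutant channel to the surface after 24 h compound exposure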
RAD54 branch – inhibitors of human RAD54 branch migration. hit rate 0.14% among 360,000. RAD54 Holliday junction branch migration, FAM/BHQ fluorescence. Q92698. inhibition, % at 10.4 µM;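 active = mean normalized replicate activity at least 40 and at least half of replicates scoring 40 or more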;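 also: 0% = median of neutral control wells and 100% = median of positive control wells; inhibitors cause a drop in the FAM fluorescence signal; in these data hits start at about 50%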
XiGFP reactiv – X-chromosome reactivation activator | hit rate 0.055% among 360,000 | activation, % at 7.58 µM | XiGFP mouse fibroblasts, % GFP-positive cells imaging, 3 d; cells co-treated with 5-aza-dC sensitizer; scaled so ellipticine positive control = 100%;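 active = mean normalized replicate activation at least 10% and every replicate at or above 10%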;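 also: 0% = median of on-plate neutral control wells and 100% = ellipticine 6 µM median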
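System: XiGFP fibroblasts, SV40-immortalized. Medium: DMEM plus 5-aza-dC sensitizer. Doses: single point. Timing: 3 d treatment, 15 min room-temperature fixation. Control set: ellipticine 6 µM.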
RAD52 anneal inh – inhibitors of human RAD52 DNA annealing | P43351 | recombinant RAD52 DNA annealing, FRET fluorescence | inhibition, % at 18.7 µM | hit rate 0.46% among 360,000;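 active = every replicate showing at least 50% inhibition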
Target sequence (P43351 whole entry, looked up): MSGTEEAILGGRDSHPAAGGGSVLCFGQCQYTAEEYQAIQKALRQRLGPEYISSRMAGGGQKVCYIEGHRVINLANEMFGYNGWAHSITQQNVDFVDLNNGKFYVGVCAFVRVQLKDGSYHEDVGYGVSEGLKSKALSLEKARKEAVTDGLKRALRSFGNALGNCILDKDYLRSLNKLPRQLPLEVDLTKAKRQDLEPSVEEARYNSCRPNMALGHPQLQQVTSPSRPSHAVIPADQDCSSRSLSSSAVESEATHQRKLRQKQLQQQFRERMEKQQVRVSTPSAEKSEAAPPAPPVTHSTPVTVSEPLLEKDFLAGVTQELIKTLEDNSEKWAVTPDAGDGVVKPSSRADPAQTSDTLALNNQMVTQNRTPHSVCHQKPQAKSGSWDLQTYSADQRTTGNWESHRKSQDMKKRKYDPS
ARNT TACC3 PPI – ARNT/TACC3 interaction disruption | AlphaScreen His-ARNT PAS-B/GST-TACC3 binding, luminescence; TACC3 fragment carries E629A point mutation | inhibition, % at 9.99 µM | hit rate 0.66% among 390,000;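 active = mean inhibition of replicates at least 50% and at least half of replicates each reaching 50%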;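 also: 0% = complete ARNT plus TACC3 wells and 100% = ARNT alone without TACC3; many hits fall short of the cut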
esBAF inh – blocks esBAF chromatin remodeling in mouse ES cells; Bmi1-luciferase knock-in reporter, 24 h; 100% = twice the neutral-well signal; reporter increase, % at 12.5 µM; hit rate 2% among 350,000; in the data active = activation above about 40%;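 also: 0% = median of the plate's neutral control wells and 100% = double that signal; a rise in the Bmi1 reporter signal indicates esBAF inhibition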
The depositor's hits bear a star; · = not tested or not shown; & = joins results of further samples.

Compound	ERAP1 inh	INS-1E GSIS act	CFTR F508del cor	RAD54 branch	XiGFP reactiv	RAD52 anneal inh	ARNT TACC3 PPI	esBAF inh
COc1ccc2[nH]c3c(=O)n(CCCN4CCOCC4)cnc3c2c1	-2	12	-1.0	16	-0.1	3	·	-7
Cc1ccc(Cl)c2sc(NC(=O)C3CC3)nc12	4	16	2.1	1	0.0	-13	0	-9
O=C(NCCc1c[nH]c2ccccc12)c1cccc(S(=O)(=O)Nc2ccccc2Cl)c1	4	-14	·	·	-0.4	-10	2	·
NC(=O)COc1c(-c2ccc(Br)o2)oc2ccccc2c1=O	-1	8	·	9	·	-19	-12	-1
CCOC(=O)CNC(=S)N(Cc1ccccc1)Cc1cccs1	-1	0	0.7	6	-0.1	-13	-3	-3
C[C@H]1CN([C@@H](C)CO)C(=O)c2cc(NS(=O)(=O)c3ccccc3)ccc2O[C@@H]1CN(C)S(=O)(=O)c1ccccc1	0	-19	-4.8	-4	0.4	-12	0	1
O=C(Nc1cccc2c1CCCC2)c1cc(C2CCCCN2C(=O)CCCc2ccccc2)on1 (configuration not stated)	-1	11	-0.9	2	0.0	-13	·	-3
C=CCOC(=O)C1=C[C@H](c2ccc(Br)cc2)C[C@H](OCCCCO)O1	·	-5	3.7	-5	0.0	-20	-4	-10
Cc1nc(N)sc1-c1csc(Nc2ccc(S(N)(=O)=O)cc2)n1	-2	1	2.2	-1	0.0	-4	12	3
O=C(NC(=S)NNC(=O)c1ccco1)c1ccc(Br)cc1	0	-3	2.4	-1	0.0	-8	7	4
C#Cc1cc(N2CCN(C(=O)c3ccoc3)CC2)n2nc(-c3cccc(Cl)c3)cc2n1	4	-7	9.0*	3	34*	11	·	-73
CC(C)NC(=O)Nc1cccc2c1O[C@@H](CN(C)C)[C@@H](C)CN([C@H](C)CO)C2=O	1	3	-1.8	7	0.0	-14	·	-3
COc1ccc(N2CCN(C(=O)C3CCCN(S(=O)(=O)c4cccc5cccnc45)C3)CC2)cc1 (configuration not stated)	-1	11	-0.2	-7	0.1	-20	·	5
O=C(C1CCC(CNS(=O)(=O)c2ccc(F)cc2)CC1)N1CCOCC1 (configuration not stated)	-1	-11	0.3	-5	0.0	-13	-1	-9
CS(=O)(=O)N1C[C@@H](O)COC[C@@H]2O[C@H](CC(=O)NCc3ccc(-c4ccccc4)cc3)CC[C@H]21	0	8	-2.1	-24	0.4	36	21	7
COCCCNC(=O)COc1cc2c(c3oc(=O)c(C)c(C)c13)CCC(C)(C)O2	0	44	-1.4	-5	0.3	-3	2	-11
COc1cc(C(=S)N2CCOCC2)cc(OC)c1OC(=O)c1ccc(F)cc1	-3	-18	4.9	0	-0.1	-13	13	1
COc1ccc(NC(=O)Nc2cccc3c2O[C@@H](CN(C)C(=O)Nc2ccccc2)[C@H](C)CN([C@H](C)CO)C3=O)cc1	0	-24	-0.2	1	-1.1	0	2	1
C[C@H]1CN([C@@H](C)CO)C(=O)CCCn2nncc2CO[C@@H]1CN(C)C(=O)c1cc(-c2ccccc2)on1	-2	4	-0.9	7	0.2	-6	-3	-1
O=C(CN(C(=O)CNC(=O)c1cccs1)c1ccc(F)cc1)NC1CCCCC1	-2	-7	2.5	13	0.0	-26	·	-5

Rewritten field by field: part of the list above
Molecule: Cc1ccc(Cl)c2sc(NC(=O)C3CC3)nc12
  ERAP1 inh: 4; INS-1E GSIS act: 16; CFTR F508del cor: 2.1; RAD54 branch: 1; XiGFP reactiv: 0.0; RAD52 anneal inh: -13; ARNT TACC3 PPI: 0; esBAF inh: -9

Molecule: O=C(C1CCC(CNS(=O)(=O)c2ccc(F)cc2)CC1)N1CCOCC1 (configuration not stated)
  ERAP1 inh: -1; INS-1E GSIS act: -11; CFTR F508del cor: 0.3; RAD54 branch: -5; XiGFP reactiv: 0.0; RAD52 anneal inh: -13; ARNT TACC3 PPI: -1; esBAF inh: -9

Other compounds:
Compound	ERAP1 inh	INS-1E GSIS act	CFTR F508del cor	RAD54 branch	XiGFP reactiv	RAD52 anneal inh	ARNT TACC3 PPI	esBAF inh
COc1cc(/C=C/C(=O)O)cc(S(=O)(=O)NCC2CCCO2)c1OC (configuration not stated)	·	7	0.7	-3	·	-9	-10	-2
COc1ccccc1-n1cnc2cc(NCc3ccccc3O)ccc21	9	-8	1.1	·	1.1	-5	-3	33
CC(C)(C)C(=O)Nc1ccc(C(=O)N/N=C/C2CC3C=CC2C3)cc1 (configuration not stated)	-4	-15	4.1	·	0.0	-11	·	·
C[C@@H]1CCCCO[C@H](CN(C)S(=O)(=O)c2ccccc2)[C@@H](C)CN([C@@H](C)CO)C(=O)c2cc(NS(=O)(=O)c3cn(C)cn3)ccc2O1	1	10	-0.6	0	0.3	14	-1	-1
CCC(=O)N(C)C[C@@H]1Oc2cc(-c3ccccc3OC)ccc2S(=O)(=O)N([C@@H](C)CO)C[C@H]1C	2	8	3.1	4	-2.0	-5	-3	5
COc1ccc(NC(=O)N(C)C[C@H]2Oc3ccc(NS(=O)(=O)c4cccs4)cc3C(=O)N([C@@H](C)CO)C[C@@H]2C)cc1	-1&0	6&-10	-0.6&-2.7	-1&13	0.3&0.1	0&-10	-1&-2	-5&0
COCC(=O)Nc1ccc2c(c1)C(=O)N(C)C[C@H](OC)[C@H](C)CN(Cc1ccccc1F)[C@@H](C)CO2	2	-9	-0.3	-5	0.1	-13	-7	1
O=C(Cn1c(=O)oc2cc(S(=O)(=O)N3CCCCC3)ccc21)N1CCc2ccccc21	0	·	0.8	-2	0.0	1	-6	-6
CC=Cc1ccc2n(c1=O)C[C@@H]1[C@@H](CO)[C@H](C(=O)NCC3CC3)[C@H]2N1C(=O)CC (mixture of isomers)	-1	-2	-5.0	-4	0.1	-15	0	3
O=C(CCNS(=O)(=O)c1ccc(OC(F)(F)F)cc1)N1CCCC1	-4	1	-2.0	4	0.0	-5	-8	-11
C[C@H]1CN([C@@H](C)CO)C(=O)c2c(c3ccccc3n2C)-c2ccccc2CO[C@H]1CN(C)C(=O)Nc1cccc(C(F)(F)F)c1	0	-10	0.7	·	-0.1	9	·	·
O=C1c2ccccc2C(Nc2ccccc2F)N1c1cccnc1 (configuration not stated)	-3	20	-1.9	-2	0.0	0	-2	2
C[C@@H]1CN([C@@H](C)CO)C(=O)CCCn2cc(nn2)CO[C@H]1CN(C)CC1CC1	1	13	-0.5	1	0.0	0	-10	-1
COC(=O)c1cc(S(=O)(=O)Nc2nn(C)c3cccc(F)c23)oc1C	0	64	0.8	·	-0.1	-1	-6	·
Cc1ccc(COc2coc(CN3CCN(C(=O)c4ccco4)CC3)cc2=O)cc1	0	7	-0.4	-8	0.0	10	4	3
S=C(c1ccc(-c2ccc(Cl)cc2)o1)N1CCCCC1	·	-21	·	-9	·	·	12	29
CC(C)(C)OC(=O)C[C@H]1C/C=C\C[C@@H](CC(=O)N(CCO)Cc2ccccc2)C(=O)NC[C@@H](c2ccccc2)OC1=O	-3	-11	0.5	-7	-0.6	-16	-2	4
Cc1cc2cc(CNS(=O)(=O)c3ccccc3)ccc2n1C	5	·	-0.5	-5	-0.1	-9	1	-8
O=C(C1CC1)N1CC(=O)N2[C@H](CO)[C@H](c3ccc(C#Cc4cccc(F)c4)cc3)[C@H]2C1	1	-5	4.4	·	0.0	-2	·	·
COc1cc(NC(=O)c2c(F)c(F)c(OC)c(F)c2F)ccc1NC(=O)c1cccs1	2	-8	3.4	8	0.0	-10	12	4
CNC[C@@H]1Oc2ncc(C#CCN(C)C)cc2C(=O)N([C@H](C)CO)C[C@@H]1C	·	·	-0.8	-15	·	-3	9	1
O=C1CN(Cc2ccc(F)cc2)C[C@@H]2[C@@H](c3ccc(-c4cccnc4)cc3)[C@@H](CO)N12	1	27	2.5	·	0.1	1	·	·
S=C(NCc1ccco1)Nc1ccc(Cl)cn1	4	5	2.8	-1	0.0	-45	7	10
Fc1ccc2cnc(-c3ccccc3)c(-c3cccc(C(F)(F)F)c3)c2c1	-1	·	1.7	-2	-0.7	-89	28	3
CCn1cc(C(=O)NN)c(=O)c2cc(F)c(N3CCOCC3)cc21	-1	0	0.9	2	0.3	-10	-3	1
C[C@@H]1CN([C@H](C)CO)C(=O)c2cc(-c3cncnc3)cnc2O[C@@H]1CN(C)Cc1ccc(F)cc1	0	10	-2.9	-3	-0.5	17	-13	-4
COc1ccc(C(=O)Nc2ccccc2N2CCOCC2)cc1S(=O)(=O)N1CCOCC1	-4	24	4.8	-13	-0.1	-6	-3	1
COC(=O)c1c(N2C(=O)CC(Sc3ncccc3C(=O)O)C2=O)sc(C)c1C (configuration not stated)	2	19	2.8	·	0.1	-11	-2	·
O=C(O)CCN1C(=O)/C(=C\c2ccc(OCc3ccccc3)c(OCc3ccccc3)c2)SC1=S	-1	0	-1.0	-18	0.0	-98	3	-18
Cc1ccc(CN(C)C(=O)C2CCC(=O)N(C3CCCCCC3)C2)cc1 (configuration not stated)	-3	13	0.6	-5	0.2	1	-4	-5
Cc1ccc(S(=O)(=O)Nc2cccc3c2O[C@@H](CN(C)Cc2ccc(Cl)c(Cl)c2)[C@@H](C)CN([C@@H](C)CO)C3=O)cc1	·	-10	1.0	·	-0.2	·	·	-5
CN1C(=O)c2cc(NC(=O)Cc3ccccc3)ccc2OC[C@H]2O[C@H](CC(=O)O)CC[C@@H]21	-3	1	-3.1	-1	-0.1	6	-7	-5
CN(CC(=O)Nc1ccc(N2CCOCC2)cc1)C(=O)c1cc2c(s1)CCCC2	3	-12	-0.1	14	1.0	-1	1	-2
CCNc1nc(NCC)n2c(SCC(=O)Nc3ccccc3)nnc2n1	3	9	1.4	·	0.0	-2	-5	·
C[C@@H]1CN([C@@H](C)CO)C(=O)c2cc(NC(=O)CCCN(C)C)ccc2O[C@@H](C)CCCCO[C@H]1CN(C)Cc1ccc(C(F)(F)F)cc1	-3	21	-0.5	-3	-0.1	18	-1	0
CC(C)CC#Cc1ccc2c(c1)O[C@@H](CN(C)C(=O)c1cccnc1)[C@@H](C)CN([C@H](C)CO)S2(=O)=O	0	-24	2.7	0	-1.6	-7	1	0
CCN(CC)CCCN(C)C(=O)Cn1nc(Cc2ccncc2)c2ccccc2c1=O	-4	-3	-0.9	-9	0.2	-15	-11	3
Cc1cc(C)cc(NC(=O)CN2CCN(C(=O)c3cccs3)CC2)c1	1	-5	0.8	-7	1.1	-5	2	6
CC(/C=C/c1ccc(N(C)C)cc1)=N\N=C(/N)SC1CC(=O)N(c2ccc(C(=O)O)cc2)C1=O (configuration not stated)	·	13	·	5	0.2	·	0	·
NC(CCc1ccccc1)c1csc(Nc2ccccn2)n1 (configuration not stated)	0	-2	4.9	9	-0.2	-21	·	·
NC(=O)COC(=O)c1cc(=O)[nH]c2ccc(S(=O)(=O)Nc3ccc(F)cc3)cc12	-6	-10	0.8	1	-0.1	-10	8	-3
O=C(NCc1ccco1)c1cccc2c1C(=O)c1ccc(N3CCC(N4CCCCC4)CC3)cc1S2(=O)=O	·	0	1.5	-57	0.1	-229	·	-4
CC(=O)NS(=O)(=O)c1ccc(NC(=O)c2ccc(S(=O)(=O)N3CCCC3)cc2)cc1	1	26	3.1	-4	0.2	-14	-2	-1
C/C(=N\NC(=O)c1cc2c(s1)CCC(C)C2)c1ccc[nH]1 (configuration not stated)	-1	7	-2.5	2	0.6	-50	4	28
C[C@@H]1CN([C@@H](C)CO)C(=O)c2cc(NS(=O)(=O)c3ccccc3)ccc2O[C@@H]1CN(C)C(=O)Nc1ccccc1	-2	0	2.4	-3	0.0	3	-15	-6
